Assay outcomes: PubChem, National Center for Advancing Translational Sciences (NCATS)
Giardia FBPA inh: qHTS Assay for Inhibitors of Fructose-1,6-bisphosphate Aldolase from Giardia Lamblia | A8B2U2 | purified Giardia FBPA | Potency, µM (doses to about 59.6 µM), inactives show top-dose activity, negative = inhibition, most hits filed as inhibitors | 0.71% of 290,000 active; also: potency is read from the fitted curve at half-maximal effect; % is scaled to controls: 0 for no effect and ±100 for the full control effect; nearly all actives have a fitted effect of over 55% in size
Target sequence (A8B2U2 whole entry, looked up): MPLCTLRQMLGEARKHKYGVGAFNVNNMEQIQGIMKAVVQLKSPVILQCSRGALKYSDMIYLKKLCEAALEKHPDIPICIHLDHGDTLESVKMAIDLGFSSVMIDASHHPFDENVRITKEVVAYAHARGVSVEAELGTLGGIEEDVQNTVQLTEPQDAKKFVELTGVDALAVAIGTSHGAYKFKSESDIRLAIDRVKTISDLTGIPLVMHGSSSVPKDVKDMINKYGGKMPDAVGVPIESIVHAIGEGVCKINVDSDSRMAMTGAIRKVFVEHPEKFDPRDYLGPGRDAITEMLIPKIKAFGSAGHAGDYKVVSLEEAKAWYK
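Giardia FBPA (40 nM reagent) was preincubated 10 min at RT with compound (up to 57.5 uM final), then substrate plus GAPDH/TPI/NAD/arsenate coupling system with diaphorase/resazurin was added; resorufin fluorescence (525/598 nm) was read after 20 min.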
Shiga toxin inh: A qHTS for Small Molecule Inhibitors of Shiga Toxin; AID 2315, 2010; 9.2% of 290,000 active; inhibition, % at 38.7 µM; Vero cells, Shiga toxin protein synthesis inhibition reporter; in the data active = inhibition mostly above about 28%, no sharp cut-off; inactive = mostly below about 43%; also: 0% is about no effect
Pf growth 48h: Primary qHTS for delayed death inhibitors of the malarial parasite plastid, 48 hour incubation | P. falciparum luciferase growth in erythrocytes, 48 h | Potency, µM (titrated, usually from 28.7 µM), for the others: top-dose activity change, negative = inhibition, usual class: inhibitors | 5.9% of 310,000 active; also: potency is read from the fitted curve at half-maximal effect; % is scaled to controls: 0 for no effect and ±100 for the full control effect
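Firefly luciferase activity from engineered P. falciparum reports growth; inhibitors lower the luminescent signal. Cultures contained 2% hematocrit erythrocytes at 0.1% final parasitemia.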
Pf growth 96h: Primary qHTS for delayed death inhibitors of the malarial parasite plastid, 96 hour incubation; 6.9% of 320,000 active; Potency, µM (doses to about 28.7 µM), inactives show at the highest dose activity change, negative = inhibition, hits mostly inhibitors; P. falciparum luciferase reporter growth, 96 h; also: potency is read from the fitted curve at half-maximal effect; % is scaled to controls: 0 for no effect and ±100 for the full control effect
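Infected RBCs, 2% Hct / 0.05% parasitemia final; luciferase-reporter P. falciparum; cpd 96 h, 37 C, 5% CO2; luciferase detection reagent; luminescence.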
CHX counter: Cycloheximide Counterscreen for Small Molecule Inhibitors of Shiga Toxin; 12% of 300,000 active; cell reporter, cycloheximide protein synthesis inhibition counterscreen; max response, %; AID 2314, 2010; in the data active = max response mostly above about 13%, no sharp cut-off; inactive = mostly below about 14%; also: read at 38.3 µM for the half of the compounds with a filed dose; 0% is about no effect
HCV inh: qHTS Assay for Inhibitors of Hepatitis C Virus (HCV); Potency, µM (titrated, usually from 41.8 µM), for the others: top-dose activity change, negative = inhibition, hits mostly inhibitors; 3.4% of 340,000 active; Huh7.5.1 HCVcc-Cre infection, luciferase reporter, 44 h; also: potency is read from the fitted curve at half-maximal effect; % is scaled to controls: 0 for no effect and ±100 for the full control effect
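After 44 h co-culture of compound, cells and HCVcc-Cre (~0.5 moi), substrate is added for 15 min at room temperature and luciferase measured over 15 sec. Cells were seeded at 1,000/well and pre-cultured 4 h.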
* = called active by the depositor; ? = inconclusive; . = no result given; & = joins results of further samples; [ ] = remark or other dose. Unless noted, calls follow the shape of the dose curve; as a rule, active = well fitted curve in the direction sought with a large enough effect; inconclusive = small, poorly fitted or top-dose-only effect, or another doubt; inactive = no such curve, though single readings can be large; an effect the other way counts as inactive or inconclusive.

compound,HCV inh,Pf growth 48h,Shiga toxin inh,CHX counter,Giardia FBPA inh,Pf growth 96h
CCOC(=O)Cc1csc(NC(=O)Nc2ccc(Cl)cc2)n1,11µM*,?,19,2,-1%,?
CSc1cccc(NC(=O)c2ccc(CN3CCc4ccccc4C3)cc2)c1,8.9µM*,4.1µM*,22,13,?,3%
COc1ccc(CNC(=O)[C@@H](NC(=O)C2CCN(S(=O)(=O)c3ccccc3)CC2)C(C)C)cc1,-2%,-1%,1,-2,.,?
COC(=O)c1ccccc1NC(=O)Cn1cnc2c(cnn2-c2ccccc2)c1=O,-4%,-1%,-16,-6,2%,?
COc1cccc(-c2nnc(SCC(=O)Nc3cc(C)ccc3OC)n2N)c1,4%,1%,-9,-4,10%,-14%
O=c1[nH]c(SCc2cccc(Cl)c2)nc2c1CCCC2,-11%,3%,-10,-3,-10%,1%
O=C(COc1ccc(/C=C2/NC(=O)NC2=O)cc1)Nc1ccc(F)cc1,13%,?,2,0,.,-21%
COc1ccc(NC(=S)N(CCc2c(C)[nH]c3ccc(C)cc23)Cc2ccco2)cc1,?,-10%,-14,-2,-4%,?
CCc1ccc(NC(=S)N2CCN(c3cccc(C(F)(F)F)c3)CC2)cc1,-7%,27%,-3,-1,6%,55%[activator]
C[C@@H]1C(=O)OC[C@H]1NC(=O)OCc1ccccc1,16%,?,.,.,.,69%[activator]
Cc1csc(NC(=S)Nc2cccc(Cl)c2)n1,13µM*,?,126*,41*,14%,-85%
COc1ccc(OC)c(CN2CCN(C(=O)CNC(=O)c3cc(C)cc(C)c3)CC2)c1,?,?,.,.,.,48%[activator]

Additional entries.
compound,HCV inh,Pf growth 48h,Shiga toxin inh,CHX counter,Giardia FBPA inh,Pf growth 96h
CN(C(=O)COC(=O)c1cccc(F)c1)c1ccccc1,19%,23%,14,13*,3%,18%
Cc1nc2nc(SCC(=O)c3cccc([N+](=O)[O-])c3)[nH]c2cc1Br,-22%,?,30*,31*,-18%,12µM*
CCOc1ccc(NC(=O)CN(C)C(=O)c2cc(S(=O)(=O)N3CCCCC3)ccc2Cl)cc1OCC,2%,-2%,.,.,.,?
COc1cccc(CNC(=O)CCS(=O)(=O)Cc2ccc(C)cc2)c1,-8%,12%,-8,-2,.,8%
CN(C)c1cccc2c(/C=N/O)ccc(N(C)C)c12,-5%,?,0,4,-29%,-10%
CCN(CC)S(=O)(=O)c1ccc(N2CCc3cc(OC)c(OC)cc3C2)nc1,?,?,-4,0,-12%,?
COC(=O)c1c(C)[nH]c(C)c1-c1cccc([N+](=O)[O-])c1,-23%,?,-9,7,0%,-26%
Cc1cccc2c1nc(-c1ccccc1)n1cnnc21,-2%,8%,-10,-1,6%,41%[activator]
CC(C)N(Cc1ccccc1)C(=O)CN1C(=O)c2ccccc2C1=O,9%,7%,.,-1,-4%,-24%
CCn1cc(S(=O)(=O)N2CCN(c3ccc(Cl)cc3)CC2)cn1,-9%,50%[activator],-5,-1,.,-14%
NC(=O)COc1ccc2cc(-c3ccccc3)c(=O)oc2c1,28%,60%[activator],62*,32*,-2%,27%
Nn1c(SCC(=O)N2CCOCC2)nnc1-c1ccccc1Cl,.,54%[activator],8,-3,-1%,?

Further entries follow:
compound,HCV inh,Pf growth 48h,Shiga toxin inh,CHX counter,Giardia FBPA inh,Pf growth 96h
COc1ccc(NC(=O)C2CCN(c3nnnn3-c3ccccc3)CC2)cc1,-3%,46%[activator],-6,-5,7%,-43%
COc1cccc(/C=N/n2c(CO)nc3ccccc32)c1OC,-1%,.,-6,-2,0%,?
Oc1ccccc1N=Nc1ccccc1O,0.89µM*,2.6µM*,194*,94*,6%,68%[activator]
COc1ccc(C(=O)Nc2oc(-c3ccccc3)c(-c3ccccc3)c2C#N)cc1OC,11µM*,?,21,-2,-1%,?
C/C=C(\C)c1nnc(NC(=O)C(C)C)s1,11%,35%[activator],13,19*,2%,10%
CC(=O)Nc1ccc(S(=O)(=O)N(c2cccnc2)S(=O)(=O)c2ccc(NC(C)=O)cc2)cc1,?,-5%,-2,-2,0%,-2%
CC1CCC(NC(=O)CSc2ccc(S(=O)(=O)N(C)C)cn2)CC1 (configuration not stated),-3%,?,.,.,.,?
O=C(COC(=O)C1CCN(S(=O)(=O)c2cccc3cccnc23)CC1)c1ccc([N+](=O)[O-])cc1,2%,21%,-8,1,-2%,?
COc1cc(C2CC(=O)N3CN(Cc4ccco4)CSC3=C2C#N)ccc1OCc1ccccc1 (configuration not stated),?,.,18,1,?,?
Cc1cc(C(F)(F)F)c(C#N)c(N2CCOCC2)n1,10%,53%[activator],-18,8,-1%,20%
CCCCCC(=O)NN=C1CCN(Cc2ccccc2)CC1,26%,1%,2,0,5%,1%
O=C(NCCCn1ccnc1)c1ccccc1Br,10%,48%[activator],1,-1,0%,?

Part of the list above, as labelled records:
> C/C=C(\C)c1nnc(NC(=O)C(C)C)s1
- HCV inh: 11%
- Pf growth 48h: 35%[activator]
- Shiga toxin inh: 13
- CHX counter: 19*
- Giardia FBPA inh: 2%
- Pf growth 96h: 10%

> CC(=O)Nc1ccc(S(=O)(=O)N(c2cccnc2)S(=O)(=O)c2ccc(NC(C)=O)cc2)cc1
- HCV inh: ?
- Pf growth 48h: -5%
- Shiga toxin inh: -2
- CHX counter: -2
- Giardia FBPA inh: 0%
- Pf growth 96h: -2%

> CC1CCC(NC(=O)CSc2ccc(S(=O)(=O)N(C)C)cn2)CC1 (configuration not stated)
- HCV inh: -3%
- Pf growth 48h: ?
- Shiga toxin inh: .
- CHX counter: .
- Giardia FBPA inh: .
- Pf growth 96h: ?

Next section.
compound,HCV inh,Pf growth 48h,Shiga toxin inh,CHX counter,Giardia FBPA inh,Pf growth 96h
Oc1c(C(Nc2nc3ccccc3s2)c2ccco2)ccc2cccnc12 (configuration not stated),2.5µM*,0.1µM*,37,-1,16µM*,?
COc1ccccc1C1CCN(C(=O)c2cccs2)CC1,7%,44%[activator],22,-3,6%,0%
Cc1ccc(C(=O)N(CN2CCCC2=O)c2ccc(F)cc2)cc1C,-8%,.,1,-1,3%,?
COc1ccc(S(=O)(=O)N2CCCCC2)cc1NC(=O)c1c(F)cccc1Cl,?,8.3µM*,.,.,.,2.9µM*
O=C(CN1CCCCCC1)N1c2ccccc2Sc2ccccc21,0%,?,12,-3,1%,?
Cc1ccc(Cl)cc1NC(=O)COC(=O)C12CC3CC(CC(C3)C1)C2,-19%&1%,3.7µM*,36&11,-3&-3,0%&-1%,7.4µM*
c1nc(NCCN2CCOCC2)c2c3c(sc2n1)CCCCC3,15%,-13%,-18,-6,-1%,?
N#CC1=C(N)Oc2n[nH]c(-c3ccc(F)cc3)c2C1c1ccncc1 (configuration not stated),7%&8%,-11%,-14,-5,-5%,125%
O=C(Cn1nnc2ccccc21)OCC(=O)c1ccccc1,3%,-7%,13,-3,-4%,4.1µM*
CCC(C(=O)N1CCOCC1)n1nc(C)c2sc3ccccc3c2c1=O (configuration not stated),12%,-10%,-10,-6,8%,20%
COc1cc(/C=N/Nc2cccc(C)c2)ccc1OC(=O)c1ccco1,1%,-11%,20,39*,-1%,12%
O=C(O)CCC(=O)Nc1nnc(C(F)(F)F)s1,0%,5%,-2,-3,-8%,18%

More compounds:
compound,HCV inh,Pf growth 48h,Shiga toxin inh,CHX counter,Giardia FBPA inh,Pf growth 96h
COC(=O)c1cc(-c2ccc(Br)cc2)on1,27%,.,-2,-3,9%,159%[activator]
CC(=O)Nc1ccc(S(=O)(=O)Nc2ccc(S(=O)(=O)Nc3nc(C)cc(C)n3)cc2)cc1,24%,1%,-5,-5,?,20%
Cc1ccccc1NC(=O)C(C)Sc1nnc(-c2ccncc2)n1CC1CCCO1 (configuration not stated),2%,?,1,-3,0%,10%
O=C(CNS(=O)(=O)c1ccccc1)NCc1cccnc1,9%,4%,-10,-2,19%,-1%
COc1nc(OCCNS(=O)(=O)c2ccc(C)cc2)nc(N(C)C)n1,5%,?,9,1,4%,?
COc1ccccc1N1CCN(C(=O)CNC(=O)c2cn(-c3ccccc3OC)c(=O)c3ccccc23)CC1,-15%,?,26,14*,0%,?
O=C(O)[C@@]1(CCCCCCOc2ccc(Cl)cc2)CO1,.,.,14,-5,16%,.
COC(=O)CSc1nc(N2CCOCC2)c2c(c1C#N)CCCC2,-26%,?,15,1,-17%,?
O=C(COc1ccccc1Cl)NC(=O)NC1CCCC1,-12%,.,26,26*,3%,?
CC(C)(C)c1ncc(S(=O)(=O)c2ccc(C(F)(F)F)cn2)c(N)n1,-12%,?,7,1,5%,-2%
CCCN(CCC)c1nc(C#N)nc(N(CCC)CCC)n1,?,12µM*,11,8,3%,8.3µM*
Cc1nonc1OCCCNc1ccc([N+](=O)[O-])cc1Cl,10%,0%,116*,14,1%,-23%

The list goes on:
compound,HCV inh,Pf growth 48h,Shiga toxin inh,CHX counter,Giardia FBPA inh,Pf growth 96h
Cc1ccc(-c2ccc(=O)n(CC(=O)Nc3cccc(C(=O)N4CCN(C)CC4)c3)n2)cc1,-5%,?,-18,-5,0%,.
O=C(CSc1nnc2ccccn12)N1CCc2ccccc21,0%,218%[activator],62*,20*,0%,202%[activator]
CCOC(=O)c1c(-c2cccs2)csc1NC(=O)CN(CC)CC,11µM*,?,13,12,1%,?
COC(=O)Nc1ccc(Oc2ccccc2)cc1,3%,18%,24,9.6*,-1%,?
COc1ccccc1N(CC(=O)NC1CCCC1)C(=O)CCC(=O)Nc1cc(C)on1,-28%&-16%,-10%,-8,-1,1%,?
O=C(COC(=O)c1ccccc1S(=O)(=O)N1CCCCC1)NCC(F)(F)F,-3%,-12%,-4,-3,-2%,13µM*
O=C(Nc1cccc([N+](=O)[O-])c1)Nc1ccc(Cl)cn1,-15%,6%,1,-2,0%,55%[activator]
Cc1oc2c(CN3CCCCC3C)c(O)ccc2c(=O)c1-c1ccccc1 (configuration not stated),-11%,?,-5,0,-1%,?
CCOC(=O)c1c(C)[nH]c(C(=O)C(C)OC(=O)c2oc3ccccc3c2COC)c1C (configuration not stated),14%,.,-5,-2,4%,-7%
Cc1ccc(S(=O)(=O)N2CCOC23CCN(C(=O)c2cc(Cl)ccc2Cl)CC3)cc1,6%,?,-5,0,-5%,-10%
Cc1cccc(Nc2nnc(SC/C(O)=C(\C#N)c3nc4ccccc4[nH]3)s2)c1C,17%,?,2,-2,6%,12µM*
O=C(Nc1ccccc1-c1ccc(Cl)cc1)c1cccnc1Cl,.,.,-5,-3,-3%,.

(more compounds)
compound,HCV inh,Pf growth 48h,Shiga toxin inh,CHX counter,Giardia FBPA inh,Pf growth 96h
CC(=O)Nc1ccc(S(=O)(=O)NC2=NCN(CCOC(=O)c3ccccc3)CN2)cc1,6%,16%,14,-3,3%,72%[activator]
N=c1nc(N)nc2n1NC(c1ccc(F)cc1)=CS2,?,10%,47,20*,4%,?
O=C(Nc1ccc(Cl)c(Cl)c1)OCc1cnc(Cl)s1,11µM*,31%[activator],15,20*,-2%,-6%
COc1ccc(-c2nc(C#N)c(N3CCc4ccccc4C3)o2)cc1OC,11µM*,1%,-21,21,.,-24%
O=C(c1ccccc1)c1cccn1CC(=O)N1CCN(c2ccccc2)CC1,-5%,-7%,-2,11,3%,.
COc1cc(NC(=O)C2CC(=O)N(CCc3ccc(F)cc3)C2)cc(OC)c1OC (configuration not stated),-30%,-15%,-6,-4,6%,9%
Cc1cc(=O)[nH]c(/N=C(\N)Nc2ccc(SC(F)F)cc2)n1,-2%,-16%,-15,-3,-18%,31%[5.75 µM]
COCCn1nnnc1C(c1cccs1)N1CCN(c2nc3ccccc3s2)CC1 (configuration not stated),?,?,-6,-1,0%,?
COc1cc(/C=C/C(=O)O)cc(S(=O)(=O)Nc2ccc(F)cc2)c1OC,7%,-1%,-3,-2,-1%,3%
CCCC(=O)Nc1cc(C)c2c(=O)oc3ccccc3c2n1,-7%,-1%,-5,-4,-13%,28%
